From PubChem BioAssay
hcGAS lum: Primary biochemical luminescence assay for human cyclic GMP-AMP synthase inhibitors; Q8N884; recombinant h-cGAS, ATP depletion, Kinase-Glo luminescence; inhibition, % at 12.5 µM; actives 0.081% (n = 290,000); AID 1259398, 2018;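 note: 0% = vehicle reaction and 100% = reaction without DNA for no activity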
Target sequence (Q8N884 whole entry, looked up): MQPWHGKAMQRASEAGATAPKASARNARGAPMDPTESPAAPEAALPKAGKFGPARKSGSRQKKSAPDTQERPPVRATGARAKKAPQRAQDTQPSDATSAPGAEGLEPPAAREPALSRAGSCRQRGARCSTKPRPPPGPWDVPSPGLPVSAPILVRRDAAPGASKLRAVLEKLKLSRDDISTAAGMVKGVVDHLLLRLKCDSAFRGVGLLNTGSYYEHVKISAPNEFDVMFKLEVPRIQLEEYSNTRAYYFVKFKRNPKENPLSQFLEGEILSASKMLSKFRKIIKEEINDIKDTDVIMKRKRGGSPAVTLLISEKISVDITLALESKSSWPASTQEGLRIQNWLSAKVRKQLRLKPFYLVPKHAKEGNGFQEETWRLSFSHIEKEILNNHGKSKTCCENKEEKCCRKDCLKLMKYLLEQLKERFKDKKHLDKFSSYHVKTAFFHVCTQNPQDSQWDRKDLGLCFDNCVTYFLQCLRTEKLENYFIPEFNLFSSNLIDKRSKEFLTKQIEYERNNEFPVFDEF
mcGAS lum: cyclic GMP-AMP synthase inhibitors, mouse, primary biochemical chemiluminescence. Q8C6L5. recombinant cGAS, Kinase-Glo ATP depletion luminescence. inhibition, % at 12.5 µM. actives 0.15% (n = 160,000). AID 1259399, 2018;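 note: 0% = negative control wells and 100% = reference inhibitor with no enzyme activity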
NPYLR7 agonist: agonists of mosquito NPYLR7 receptor, primary screen, cell-based, Aedes aegypti, calcium fluorescence, mosquito biting behavior; Aedes aegypti neuropeptide Y-like receptor 7 (NPYLR7); HEK293T NPYLR7/Galpha15, GCaMP6s calcium fluorescence; activation, % at 10 µM; actives 0.15% (n = 270,000); in the data active = activation above about 40%;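 note: 0% = vehicle and 100% = reference agonist at the receptor; some compounds past the cut are filed as inactive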
* marks the source's active call; other numbers are inactive results; · = no result given; & = joins results of further samples. Cut-off read from the data, not from the text of the source, unless noted: active = inhibition above about 40%; inactive = the rest.

mol,hcGAS lum,mcGAS lum,NPYLR7 agonist
Cc1noc(C)c1CCCNC(=O)c1ccc(-c2ccc3c(c2)OCO3)nc1,3.0,-8.9,-1.8
O=C(O)c1csc(Br)c1Br,-3.4,·,0.3
COCCNC(=O)C1(C)CCCN(CC(=O)c2ccc3[nH]c(=O)oc3c2)C1 (stereo not given),0.6,-1.1,4.7
COc1ccnc(N(C)CC(=O)Nc2cccc(F)c2)n1,-1.2&-16.8,-7.4,13.7&-0.5
COC(=O)[C@H](Cc1ccc([N+](=O)[O-])cc1)NC(=O)c1cccc2ccccc12,-3.3,·,-4.9
CC(=O)N1N=C(c2cccs2)OC1C(=O)NN(C)c1ccccc1 (stereo not given),1.0,·,17.0
Cc1cccc(NC(=O)C2CC(=O)N(Cc3ccccc3)C(=Nc3ccc(Cl)cc3)S2)c1 (stereo not given),-5.9,-5.7,-11.7
COc1ccc(-c2cn3c4ccccc4n(C)c3n2)cc1,-0.8,·,-10.2
C1=C[C@H]2C[C@@H]1C[C@H]2CCn1ccnc1-c1cnc[nH]1,-1.4,-18.6,20.9
CCN(Cc1cccs1)S(=O)(=O)N1CCS(=O)(=O)CC1,-7.5,-16.6,7.5

Other entries
mol,hcGAS lum,mcGAS lum,NPYLR7 agonist
c1cnc(NC2CCN(Cc3cc4n(n3)CCNC4)CC2)nc1,-2.9,·,7.3
Cc1ccc(-c2nc(C(=O)NC(C)CC(N)=O)cs2)c(C)c1 (stereo not given),-1.3,-7.8,-10.3
Cc1c(C)n2c3c(=O)n(Cc4ccc(Cl)cc4)c(=O)n(C)c3nc2n1C(C)C,5.5,-1.6,2.1
N#Cc1ccccc1NC(=O)COC(=O)CCOc1ccccc1,-5.7,·,-0.7
CC(C)C(N)=NOC(=O)c1ccc(I)cc1,-3.1,·,10.3
O=C(O)c1cc(-c2ccc3[nH]ccc3c2)cc(S(=O)(=O)N2CCOCC2)c1,-1.9,·,-8.4
CCc1nc(NC(=O)CN(C)CCC2CCCCN2C)sc1C (stereo not given),-7.1,·,0.7
CCOC(=O)CCC(=O)Nc1nnc(SCc2cc(F)ccc2F)s1,-2.9,-3.2,-2.6
CC(=O)Nc1nc(NC(C)=O)n(-c2ccccc2)n1,0.3,-3.8,7.9
O=C(O)Cc1csc(NC(=O)CN(C(=O)c2ccc(Cl)c(Cl)c2)C2CC2)n1,-3.9,-4.1,-10.7

Carrying on.
mol,hcGAS lum,mcGAS lum,NPYLR7 agonist
C=CCN(Cc1ccc(SC)cc1)C(=O)C1CCCO1 (stereo not given),-8.8,-11.7,·
O=C(CNC(=O)c1ccc(Br)o1)NCCSc1ccc(Cl)cc1,-6.1,·,-5.2
CN1CCC(Cc2noc(COCc3ccccc3)n2)CC1,-5.1,-16.4,11.8
Cc1ncsc1C(=O)Nc1scc(C2CCCCC2)c1C(N)=O,0.2,-3.6,0.2
CCOC(=O)CCCCCC(=O)Nc1ccc(-c2onc3c2CCc2cc(OC)ccc2-3)cc1,-2.0,-6.0,7.8
N#Cc1ccc(-c2ccc3c(n2)C(=O)N(CC(=O)NCCN2CCOCC2)C3)cc1,0.0,-2.3,-0.1
C=CCN(CC=C)c1nc(N)c(C#N)c(CC#N)c1C#N,-3.8,·,8.7
COc1ccc(OC)c(S(=O)(=O)N2CCN(c3ccc(C)c(Cl)c3)CC2)c1,3.2,·,-12.8
COc1ccc(CN(CC2CCCO2)C(=O)c2ccccc2Cl)cc1OS(=O)(=O)c1ccc(F)cc1 (stereo not given),-6.9,-3.4,-3.1
O=C(CSc1nnc(Cc2ccccc2)n1-c1ccccc1)NC1CC1,2.1,·,11.8

More entries follow:
mol,hcGAS lum,mcGAS lum,NPYLR7 agonist
CC(=O)Oc1ccc(CN2C(=O)C(C)ON=C2c2ccncc2)cc1 (stereo not given),-4.1,·,7.5
COc1ccc(F)c(-c2cncc(C(=O)N3CCOCC3)n2)c1,0.9,-15.1,2.1
COc1cccc(COC2CN(Cc3ccccn3)C(=O)CN(C(=O)c3ccc4c(c3)OCO4)C2)c1 (stereo not given),-21.1,-7.1,14.0
O=C(O)c1ccc(Br)c(N2C(=O)C3CC=CCC3C2=O)c1 (stereo not given),-2.4,-2.1,-9.9
N#Cc1sc2nc3c(cc2c1N)CCCC3,0.7,-4.1,4.9
O=C(c1cc([N+](=O)[O-])ccc1Cl)N1CCc2ccccc21,-7.4,-7.2,5.8
Cc1cc(C)c(-c2csc(NC(=O)Cn3cnc4sccc4c3=O)n2)cc1C,-5.0,-7.7,13.1
COC(=O)c1c(C)[nH]c(C(=O)C(C)OC(=O)c2c(NC(C)=O)sc(C)c2C)c1C (stereo not given),-3.5,·,-2.8
CCn1nc(C)c(Cn2ccnc2-c2cnc(N3CCOCC3)nc2)c1C,-2.0,-16.0,3.7
O=C(Cn1nc(C2CC2)c2cnn(-c3ccc(F)cc3)c2c1=O)N1CCc2ccccc21,-6.1,·,9.2

Fetched by structure from the list above (2):
mol,hcGAS lum,mcGAS lum,NPYLR7 agonist
COC(=O)c1c(C)[nH]c(C(=O)C(C)OC(=O)c2c(NC(C)=O)sc(C)c2C)c1C (stereo not given),-3.5,·,-2.8
Cc1cc(C)c(-c2csc(NC(=O)Cn3cnc4sccc4c3=O)n2)cc1C,-5.0,-7.7,13.1

Later entries
| SMILES | hcGAS lum | mcGAS lum | NPYLR7 agonist |
| --- | --- | --- | --- |
| Cc1occc1C(=O)N1CCN(S(=O)(=O)c2cccc(Cl)c2Cl)CC1 | -4.1 | · | 3.6 |
| Cc1ccc2nc(N3CCC(C)CC3)c(C=C3SC(=S)N(Cc4ccco4)C3=O)c(=O)n2c1 | -7.3 | -7.7 | 5.6 |
| CCCn1ccnc1CN1CCC(O)(c2ccc3nc(C)ccc3c2)CC1 | -1.3 | -4.8 | · |
| CCOc1ccc(C2N3CC4(CC)CN2CC(CC)(C3)C4O)cc1OC (stereo not given) | -0.7 | -2.9 | · |
| Cc1cc(Cl)ccc1N1CCN(C(=O)c2ccc(C(F)(F)F)cc2)C(C)C1=O (stereo not given) | -3.1 | -4.0 | -0.2 |
| COc1cc(C=NN(C)C)cc(Br)c1O | -4.5 | -4.6 | 6.3 |
| Cc1cc(C(=O)OCCN(C2=NS(=O)(=O)c3ccccc32)c2ccccc2Cl)ccc1[N+](=O)[O-] | -2.7 | 0.4 | -17.6 |
| O=C(c1ccc(Br)o1)N1CCN(c2cc(-n3cccn3)ncn2)CC1 | -5.9 | -7.8 | -5.3 |
| C=C(C)CNC(=S)NN=Cc1ccsc1 | -3.2 | · | -7.5 |
| CC(NC(=O)c1coc2c1C(=O)CCC2)c1cn2ccsc2n1 (stereo not given) | -6.6 | -11.6 | 1.5 |
| C=CCSc1nnc(-c2ccncc2)n1-c1ccccc1 | -6.5 | · | 3.7 |
| O=C(NCCNc1ccc([N+](=O)[O-])cn1)c1ccc(Nc2cccc(C(F)(F)F)c2)nc1 | -1.2 | -1.0 | -8.8 |
| Nc1ccc([N+](=O)[O-])cc1NS(=O)(=O)c1ccc(Cl)cc1 | -7.6 | · | -4.1 |
| CC(C)c1ccccc1N=C1SCCCN1C(=O)c1nn(C)c(=O)c2ccccc12 | -4.0 | · | 0.4 |
| COc1ccccc1C(=O)N1CCN(Cc2cnc(N(C)C)nc2)CC1 | 2.1 | · | -1.7 |
| COc1cccc(NC(=O)Nc2cccc(-n3nc(OC(C)C)nc3-c3ccccc3F)c2)c1 | -4.7 | 0.5 | -1.2 |
| Cc1nc(C)c(Cc2ccccc2F)c(N2CCN(C(=O)C34CC5CC(CC(C5)C3)C4)CC2)n1 | -8.4 | -8.5 | 20.6 |
| COCc1ccc(CN2CCCC(CCC(=O)N3CCOCC3)C2)o1 (stereo not given) | -9.8 | · | -0.6 |
| CCOC(=O)c1nn(-c2ccc(F)cc2)c(=O)cc1N1CCN(c2cccc(C(F)(F)F)c2)CC1 | -1.4 | · | 8.2 |
| O=C(Nc1ccccc1OC(F)(F)F)c1ccc(Br)o1 | -6.7 | · | 5.5 |
| CC(c1ccncn1)N(C)Cc1ccc(-c2ccc(Cl)cc2F)o1 (stereo not given) | 2.6 | · | 5.9 |
| C=CC[C@@H]1CC=C[C@@H](C)N1C(=O)c1ccc(CSc2ncccn2)o1 | -7.2 | -16.4 | 4.2 |
| Cc1ccc(OC2(C(=O)NC(C)Cc3ccncc3)CCNCC2)cc1 (stereo not given) | -3.8 | -9.2 | -1.6 |
| CC(Oc1ccccc1-c1ccccc1Cl)C(N)=O (stereo not given) | -4.5 | · | -2.0 |
| COc1ccc(C(=O)Nc2n[nH]c(-c3ccccc3Cl)n2)cn1 | 1.2 | · | 12.0 |

Later entries:
| SMILES | hcGAS lum | mcGAS lum | NPYLR7 agonist |
| --- | --- | --- | --- |
| Cc1cc(C)n(-c2nc3c(c(=O)n2CC(N)=O)CCC3)n1 | -6.1 | -7.1 | · |
| C#C[C@]1(O)CCC2C3CCc4cc(OC5CCCC5)ccc4C3CC[C@@]21C (stereo not given in full) | -2.4 | · | -4.0 |
| CCc1nc(SCC(=O)OC)n(C)c(=O)c1Cc1cccc(C)c1 | -2.2 | · | 6.8 |
| Cc1cccc(Oc2cc(Cl)ncn2)c1 | -7.0 | · | 9.1 |
| COc1ccccc1OCCn1c(C2CC(=O)N(Cc3ccc(F)cc3)C2)nc2ccccc21 (stereo not given) | 0.6 | -1.5 | 2.4 |
| Cc1ccc(-n2cc(CN3CCC(CO)(Cc4ccccc4)CC3)cn2)cc1 | -5.3 | -5.1 | -7.5 |
| C#CCNS(=O)(=O)c1cccc(C(=O)NC2COc3ccccc3C2)c1 (stereo not given) | -6.6 | · | 0.4 |
| O=C(Cn1nnnc1CN1CCCC1)NCC1(c2ccccc2)CCOCC1 | -1.8&-0.1 | -4.8 | 15.1&11.2 |
| COc1nc(C)cc(C)c1CNC(C)C(=O)Nc1ccc(C)cc1 (stereo not given) | -7.8 | -11.6 | 4.8 |
| CNc1cc(S(=O)(=O)O)c(N)c2c1C(=O)c1ccccc1C2=O | -3.3 | -6.6 | 8.9 |
| CN(C)c1ncc(CN2CCC(CCC(=O)Nc3ccc4c(c3)OCCO4)CC2)s1 | -10.9 | · | 8.8 |
| CN(CC1Cc2ccccc2O1)c1nc(C2CCCC2)nc2c1CNC2 (stereo not given) | -7.5 | · | 3.9 |
| O=C(c1ccc2c(c1)CCO2)N1CCOC(Cc2ccccc2)C1 (stereo not given) | 1.8 | · | 28.5 |
| CC(C)(C)OC(=O)N1CCN(CCN)CC1 | -8.1 | -5.5 | · |
| Cc1ccc(OCCOCCOc2cccc(/C=N\n3cnnc3)c2)cc1 | -5.3 | · | 1.3 |
| Cn1nnnc1SCC(=O)N1CCN(S(=O)(=O)c2ccccc2C#N)CC1 | -7.8 | · | 11.1 |
| Cn1cc(S(=O)(=O)N2CCOCC2)cc1C(=O)Nc1nccs1 | -13.4 | · | 22.4 |
| CO[C@@H]1CC[C@H]2C[C@@H]1[C@@H](Oc1ccccn1)CN2C(=O)CO | -2.8 | -8.7 | 21.6 |
| C#CCN(Cc1ccc(C)cc1)S(=O)(=O)N(C)C(C)C1CC1 (stereo not given) | -3.2 | · | -1.6 |
| COc1cc(/C=C2N=C(/C=C/c3ccc(Cl)cc3Cl)OC\2=O)cc(OC)c1OC | -4.5 | -4.3 | 6.5 |
| COc1ccc(-c2noc(COc3ccc(OC)cc3[N+](=O)[O-])n2)cc1 | 2.0 | · | -6.0 |
| CC1CCc2c(C(=O)N3CCC(C(=O)O)CC3)csc2C1 (stereo not given) | 3.3 | · | -1.1 |
| O=C(NN=Cc1c(O)ccc2ccccc12)c1ccccn1 | -6.7 | · | -5.0 |
| CCOc1cc(C=C2N=C(c3ccc(Cl)cc3)OC2=O)ccc1OC(C)C(=O)N(C)C (stereo not given) | -1.1 | · | 10.2 |
| CN1c2ccccc2Oc2nnc(N3CCN(c4ccccc4)CC3)cc21 | -9.1 | · | 12.6 |

Going on with the list:
| SMILES | hcGAS lum | mcGAS lum | NPYLR7 agonist |
| --- | --- | --- | --- |
| Cc1ccc(-c2cc(C(=O)Nc3ncc(C)s3)on2)cc1 | -6.0 | · | 2.1 |
| CN(C)CCN(Cc1cc(NC(=O)C2CCC2)ccc1N(C)C)C(=O)c1ccco1 | 1.8 | 1.7 | -4.4 |
| O=C(Nc1ccncc1)C1(c2ccc3c(c2)OCO3)CCCCC1 | -10.0 | · | 4.3 |
| O=C1SCN(Cc2ccccc2)CN1Cc1ccccc1 | -3.9 | · | -1.3 |
| CN(C)CCNC(=O)[C@@]1(OCc2cccc(F)c2)CC(OCc2ccccc2F)[C@@H]2OC(C)(C)O[C@@H]2C1 (stereo not given in full) | -4.3 | -2.6 | 20.9 |
| COc1ccccc1C(=O)N1CCN(c2cc(Oc3ccccc3C)ncn2)CC1C (stereo not given) | 2.0 | -1.4 | · |
| Cc1cc(S(=O)(=O)NC2CCOC2=O)c(C)cc1Cl (stereo not given) | -2.6 | -3.3 | -4.2 |
| NC(=O)c1nc(-c2cc(Br)ccc2O)nc2c1[nH]c(=O)n2-c1ccc2c(c1)OCO2 | -9.3 | · | 13.8 |
| O=C1CN(CC2(O)CCCN(CCc3ccccc3)C2=O)CCCN1 (stereo not given) | -9.2 | · | 14.3 |
| CC(C)(NC(=O)c1cccs1)C(=O)NCC1(c2cccc(F)c2)CCOCC1 | -7.4 | -15.8 | 0.4 |
| CC(=O)N1CC[C@@]2(C1)[C@@H](Oc1ccccn1)CN(C)S2(=O)=O | -5.1 | -7.9 | 0.1 |

Whole records, quoted from the list. Screens in order: hcGAS lum	mcGAS lum	NPYLR7 agonist
O=C(Nc1ccncc1)C1(c2ccc3c(c2)OCO3)CCCCC1 reads -10.0	·	4.3
Cc1ccc(-c2cc(C(=O)Nc3ncc(C)s3)on2)cc1 reads -6.0	·	2.1
CN(C)CCN(Cc1cc(NC(=O)C2CCC2)ccc1N(C)C)C(=O)c1ccco1 reads 1.8	1.7	-4.4
